Screening results (PubChem)
E coli RNAP: inhibitors of Escherichia coli RNA polymerase; P0A8V2; E. coli RNA polymerase, fluorescence transcription assay; inhibition, %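 (tested at 10 µM)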; hit rate 0.2% among 62,000; in the data active = inhibition above about 20%;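 also: 0% = enzyme without compound and 100% = no enzyme blank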
M1 agonist: agonists of M1 muscarinic receptor | CHO-M1 cells, Fluo-4 calcium fluorescence, agonist mode; hits give high values | B-score at 10 µM | hit rate 3% among 64,000 | AID 626;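 active = fluorescence rise, raw or as B-score row- and column-corrected plate score, outside the 99.7% band of its plate's samples, either direction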
M1 antagonist: blocks the rat M1 muscarinic receptor response to acetylcholine. P08482. CHO-M1 cells, Fluo-4 calcium, ACh EC80 antagonist mode; hits give low values. hit rate 3.4% among 64,000. B-score at 10 µM;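 active = calcium fluorescence response, raw or row-and-column corrected B-score, differing from the plate sample mean either way at a set confidence level, mostly lower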
TNAP act DEA: human TNAP activation, intermediate phosphate acceptor; activation factor at 20 µM; purified TNAP, CDP-star luminescence, 100 mM DEA, 30 min; hits give high values; scale: 0 levamisole-inhibited, 1 vehicle-only enzyme; 64,000 tested, under 10 active; AID 813;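 active = activation factor of at least 2 at 20 µM, relative to controls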
S1P3 ag: agonists of human S1P3 receptor. S1P3 NFAT-BLA reporter cells, agonism, FRET ratio; relative to 1 µM S1P, basal subtracted. activation, % at 4.5 µM. AID 373. Q99500. hit rate 0.1% among 60,000;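 active = activation above the screen-wide mean plus 3 SD, cut at about 4.5% in these data, passing the limit was not always enough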; also: some compounds called inactive have numbers as strong as hits
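material = human S1P3 NFAT-BLA reporter CHO cells | schedule = 4 h compound at 37 °C, 2 h substrate at RT | measured by = fluorescent BLA substrate, ex 405 nm, em 460/535 nm ratio | controls = 1 µM S1P reference | replication = primary once, confirmation triplicate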
Jurkat viability: reduces viability or proliferation of Jurkat cells | Jurkat E6.1 viability, ATP luminescence, 48 h | inhibition, % at 4 µM | hit rate 1.2% among 56,000 | AID 463;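 active = inhibition above the mean inhibition of all tested compounds plus 3 SD, cut at about 28% in these data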
S1P1 ag pot: activates or potentiates agonism at human S1P1 receptor | P21453 | hit rate 0.57% among 56,000 | activation, % at 9.5 µM | S1P1 CRE-bla cells, forskolin, beta-lactamase FRET, potentiator mode; S1P1 agonist co-added at EC20, 2 nM; 100% = saturating reference agonist, 0% = basal;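 active = activation above a cutoff set at the mean activation of all tested compounds plus 3 SD, cut at about 54% in these data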;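 also: forskolin at 4 µM as EC80 and the EC20 agonist is SEW2871; 100% = SEW2871 at its EC100 plus forskolin at EC80; some compounds past the cut are filed as inactive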
HEK293 NFkB inh: lowers PMA/ionomycin-induced NF-kB signal in HEK293 cells. AID 465. HEK-293 NF-kB luciferase reporter, luminescence. inhibition, % at 3 µM. hit rate 0.21% among 62,000;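 active = inhibition above the mean of all tested compounds plus 3 SD, cut at about 40% in these data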;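 also: 0% = stimulated DMSO wells and 100% = 10 µM reference inhibitor 5653914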
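Timing: 1 h pretreatment, 16 h stimulation, 37 °C; system: HEK-293 cells with stable firefly luciferase reporter driven by four HIV NF-kB elements; doses: 3 µM once, 0.30% DMSO; measured by: luciferase luminescence; control set: DMSO and 10 µM reference inhibitor; repeats: single test; reagent: PMA plus ionomycin mix as NF-kB-activating stimulus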
D1 allo mod: D1 dopamine receptor (human) allosteric modulation. HEK293 D1, CRE-luciferase, dopamine EC30 potentiation; actives deviate in either direction. hit rate 5.9% among 58,000. P21728. B-score at 10 µM. AID 641;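 active = luminescence count or its row- and column-corrected plate score outside the 99.7% band of the plate's sample wells, on either side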
An asterisk follows results filed as active; . = no result given. Outcome played no part in choosing rows; any-hit rate near 12%.

The opening 2 compounds (preview)
structure	E coli RNAP	M1 agonist	M1 antagonist	TNAP act DEA	S1P3 ag	Jurkat viability	S1P1 ag pot	HEK293 NFkB inh	D1 allo mod
Cc1ccc(S(=O)c2ccc(C)cc2)cc1	5	-0.7	0.33	1	0.8	-1	-10	8	-0.85
CCc1ccc(NC(=O)N(C2CCC(C)CC2)C2CCN(C(C)=O)CC2)cc1 (configuration not stated)	-3	0.036	0.43	0.9	0.1	-6	-6	3	0.25

Main list, previewed entries included:
structure	E coli RNAP	M1 agonist	M1 antagonist	TNAP act DEA	S1P3 ag	Jurkat viability	S1P1 ag pot	HEK293 NFkB inh	D1 allo mod
Cc1ccc(S(=O)c2ccc(C)cc2)cc1	5	-0.7	0.33	1	0.8	-1	-10	8	-0.85
CCc1ccc(NC(=O)N(C2CCC(C)CC2)C2CCN(C(C)=O)CC2)cc1 (configuration not stated)	-3	0.036	0.43	0.9	0.1	-6	-6	3	0.25
Cc1cc(/C=N/n2cnnc2)c(C)n1-c1cc(Cl)ccc1Cl	-1	-0.7	-0.23	1	-0.6	15	-6	24	0.58
NCCCCCc1nnc(SCc2cccc(Cl)c2)o1	11	-0.35	-5.2*	0.9	-0.2	5	-1	4	-1.6
Cc1noc(C)c1CSc1nc2cc(S(=O)(=O)N3CCOCC3)ccc2o1	9	-0.027	0.056	0.9	0.2	5	-3	14	-1.9
N#CC1=C2SCCN2C(=O)C(C#N)C12CCCCC2 (configuration not stated)	1	0.3	-0.25	0.9	-1.0	-4	-16	14	-0.71
c1ccc(Cn2c(Sc3nnnn3-c3ccccc3)nnc2-c2ccccc2)cc1	2	-0.7	1.8	0.9	-0.1	24	.	-3	0.058
O=C1CC(c2ccccc2)n2nc(N3C(=O)CCC3=O)nc2N1 (configuration not stated)	10	-0.062	0.98	0.9	.	.	.	13	.
O=C(c1cc(S(=O)(=O)N2CCOCC2)c(Cl)cc1Cl)N1CCCCC1	0	-0.1	0.8	1	-1.0	1	7	13	-0.34
Cc1cccc(OCCCC(=O)Nc2nccs2)c1	3	-0.73	-1.3	1	.	.	.	1	-0.45
CCc1nnc(NC(=O)CCC(=O)Nc2ccccc2)s1	11	0.24	-0.28	0.8	-1.2	-4	-6	8	-0.96
O=C(OCC(=O)N1CCc2ccccc21)C1=COCCO1	1	0.7	0.069	0.9	0.2	-7	6	0	0.33
CCn1cc(C(=O)NC2CCc3ccccc32)c(=O)c2ccc(C)nc21 (configuration not stated)	-9	-0.92	0.034	0.9	-0.9	0	-11	6	0.22
CC(=O)N1CCN(Cc2nc3cc(NC(=O)C4CCCCC4)ccc3n2C)CC1	9	-0.0058	-0.39	1	-0.8	-2	15	7	.
O=C(O)C1CCN(c2nc(-c3ccccc3)nc3c2oc2ccccc23)CC1	6	0.46	-0.34	0.9	0.3	-3	-3	3	0.57
O=C(CCc1nc(-c2ccccc2)no1)Nc1cc(C(F)(F)F)ccc1Cl	3	0.16	0.12	0.8	-1.0	2	4	20	-0.11
CC(=O)N1CC=C2C(C#N)=C(N)C(C#N)(C#N)[C@H](c3ccoc3)[C@H]2C1	2	4.7	-1.4	0.9	-4.4	.	-8	.	.
CCOc1ccccc1OCC(=O)Nc1nnc(C)s1	3	-0.61	-0.95	1	-0.5	1	-4	5	-0.27
O=C(CCCN1CCOCC1)c1ccc2c(c1)OCCO2	2	-0.066	-1.7	0.9	-0.2	6	6	-18	-1.4
COc1ccc2oc(C)c(C(=O)Cn3ccnc3)c2c1	1	-1.5	-0.59	0.8	0.8	-12	-13	8	-0.58

(next part)
structure	E coli RNAP	M1 agonist	M1 antagonist	TNAP act DEA	S1P3 ag	Jurkat viability	S1P1 ag pot	HEK293 NFkB inh	D1 allo mod
O=C(NCc1ccccn1)c1cc(-n2cnnc2)ccc1Cl	11	-0.23	0.099	0.8	0.5	-1	-20	12	0.068
COc1ccccc1N1CCN(C(=O)c2ccoc2C)CC1	7	0.22	0.11	0.9	-0.5	2	-7	-18	0.78
CCN1C(=O)CSc2ccc(C(=O)OC)cc21	5	-0.85	0.014	0.9	-0.4	-16	-5	-2	0.92
Cn1c(=O)c2c(ncn2CC(=O)N(Cc2ccccc2)c2ccccn2)n(C)c1=O	9	2.1	0.39	0.9	-0.8	3	4	11	0.91
CCOC(=O)C(C#N)C(c1cccnc1)c1c(C)[nH][nH]c1=O (configuration not stated)	6	-1.8	0.6	0.8	-0.4	8	0	12	-0.75
COC(=O)c1ccsc1NC(=O)CN1CCN(c2ccc(F)cc2)CC1	4	-0.16	-0.71	0.9	-0.7	2	-7	11	1.8
O=C(Cn1c(=O)n2ncnc2c2c3c(sc21)CCCC3)c1ccccc1	-6	-0.7	0.84	0.8	-0.9	-2	.	9	3.7
CCN(CC)S(=O)(=O)c1ccc(Cl)c(C(=O)Nc2nncs2)c1	2	.	.	0.9	-0.9	7	10	16	.
CCOc1ccc(CCNC(=O)C2CC(=O)N(C3CCCC3)C2)cc1OCC (configuration not stated)	2	-0.8	0.49	0.9	0.2	6	2	16	0.084
COc1cc(OC)c(NC(=O)CCNC(=O)Cn2cnc3ccccc3c2=O)cc1Cl	0	.	.	0.9	0.7	-2	-32	2	-0.89
CC(=O)Nc1nnc(SCC(=O)NC(C)(C)C)s1	5	-0.49	1.5	0.9	-0.5	-7	.	14	-0.91
O=C(NCC(c1cccs1)N1CCOCC1)c1ccc(Cl)s1 (configuration not stated)	-5	0.014	0.018	0.9	-1.4	95*	2	13	-1.8
CCN1C(=O)N(CN2CCOCC2)C2C1N(CN1CCOCC1)C(=O)N2CC (configuration not stated)	7	0.039	0.22	0.9	-0.6	1	-23	7	-0.43
CSCCC1NC2(C(=O)Nc3ccc(Cl)cc32)[C@@H]2C(=O)N(C3CCCC3)C(=O)[C@H]12 (some centres not stated)	10	0.65	-0.09	0.9	0.0	0	-15	1	0.4
Nn1c(SCC(=O)NC(=O)NC2CCCC2)nnc1-c1ccccc1F	0	-0.082	0.077	0.9	-0.8	-4	-13	5	0.51
Cc1cc(Cl)ccc1OCC(=O)N1CC(C)CC(C)C1 (configuration not stated)	.	0.35	-0.12	0.9	-1.5	-2	10	1	0.13
O=C(OCN1C(=O)c2ccccc2C1=O)c1cccs1	4	-0.025	0.004	1.1	-1.1	2	-23	-6	1.6
O=C1NC(=S)S/C1=C1\Sc2ccccc2N1CCCS(=O)(=O)O	9	-1.5	0.05	0.8	1.3	-4	-8	0	-2.9*
O=C(Cn1c(CO)nc2ccccc21)Nc1cc(C(F)(F)F)ccc1N1CCOCC1	7	-0.4	0.026	0.9	-0.6	17	21	20	1.2
CCOC(=O)Cn1c(=O)oc2cc(S(=O)(=O)NCC3CCCO3)ccc21 (configuration not stated)	0	-1.5	-0.072	0.9	-1.3	1	-6	12	0.8

Going on with the list:
structure	E coli RNAP	M1 agonist	M1 antagonist	TNAP act DEA	S1P3 ag	Jurkat viability	S1P1 ag pot	HEK293 NFkB inh	D1 allo mod
FC(F)(F)c1cccc(NCc2cn3cccnc3n2)c1	3	-0.42	-0.5	1	-1.1	0	15	6	0.17
COc1cccc(-c2nnc(SCc3ccc(C#N)cc3)n2Cc2ccco2)c1	8	-0.052	-2.6	0.9	-0.5	2	14	0	.
COC(C)(C)c1cc(C(C)(C)C)nc(N)n1	7	-0.12	0.32	0.9	0.6	-1	-28	8	3.1*
CCOC(=O)C1=C(Cn2ccc(C(F)(F)F)n2)NC(=O)NC1c1ccc2c(c1)OCO2 (configuration not stated)	-4	0.38	-0.28	0.9	0.1	3	.	23	-0.65
CC(=O)Nc1cccc(NC(=O)c2c(-c3ccccc3Cl)noc2C)c1	3	-0.051	-0.0084	0.9	-0.2	8	4	17	-1.6
CN1C(=O)c2cccc3c(S(=O)(=O)Nc4ccccn4)ccc1c23	4	0.58	0.51	0.9	-0.1	-1	-58	32	.
CC1=C(C(=O)OCc2ccccc2)C(c2ccoc2)C(C#N)=C(N)O1 (configuration not stated)	6	-0.6	-0.2	1	.	.	.	16	0.34
Cc1ccc(C)c(/C(O)=C2\C(=O)C(=O)N(CCCN3CCOCC3)C2c2cccnc2)c1 (configuration not stated)	2	0.85	-0.3	1	-1.9	-8	4	13	-1.1
Cc1cc2ncn(C(=O)N3CCOCC3)c2cc1C	7	-0.73	-0.015	0.9	-0.3	-6	-10	9	-0.057
CCOC(=O)N1CCN(c2c(N3CCN(c4ccccc4OC)CC3)c(=O)c2=O)CC1	7	-0.98	-0.16	0.9	0.1	8	-35	8	-0.23
COCCN(C(=O)c1csnn1)C(C(=O)NC(C)(C)C)c1cccc(OC)c1 (configuration not stated)	0	0.66	-0.56	1	-0.6	5	-7	8	-0.027
O=c1cc(NCCO)c2ccccc2o1	.	0.019	-0.56	0.9	.	.	.	3	0.29
O=C(NCC1CCCO1)c1c(O)c2cccc3c2n(c1=O)CCC3 (configuration not stated)	-1	0.43	0.013	0.9	0.2	-2	-12	18	1
CC(C)c1ccc(NC(=O)c2csnn2)cc1	-10	0.83	0.0053	1	-0.8	1	20	-20	-4.5*
CCCCC(=O)NCCc1cc2c(OC)ccc(OC)c2[nH]c1=O	10	-0.64	0.071	0.9	-0.3	2	-13	9	1.8
CC(C(N)=O)N1C(=O)C2C3C=CC(C3)C2C1=O (configuration not stated)	-1	-0.2	-0.62	0.8	-0.1	-6	-22	13	-0.8
c1csc(Cc2nn3c(-c4n[nH]c5c4CCC5)nnc3s2)c1	6	0.47	-0.52	1.1	-1.1	-5	-42	10	3.4*
Cn1c(=O)[nH]c(=O)c2c1nc(Br)n2CCCSc1nc2ccccc2o1	9	0.81	-0.58	0.9	-1.5	15	-23	12	6.7*
